# Assay outcomes: PubChem, several laboratories
# MOR-DOR ag: agonists of human mu-delta opioid receptor heterodimerization | cells, OPRM1-OPRD1 heterodimerization, luminescence | activation, % at 9.3 µM | 340,000 compounds, 0.3% hits | AID 504326; in the data active means activation above about 18%;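 further: 0% = vehicle-treated cells and 100% = reference agonist; values of inactives mirror those of a sister screen read the other way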
# MOR-DOR inv ag: mu-delta opioid heterodimer inverse agonism; P35372+P41143; cell-based MOR-DOR heterodimer luminescence; inhibition, % at 9.3 µM; 340,000 compounds, 0.21% hits; AID 504357; in the data active means inhibition above about 22%, passing the limit was not always enough;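 further: 0% = cells with DMSO and 100% = wells without cells with DMSO; values of inactives mirror those of a sister screen read the other way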
# cardiac RTF act: increases calcium sensitivity of human cardiac regulated thin filaments; P19429+P45379; IANBD-labeled TnC RTF fluorescence at EC20 calcium; 0% EC20 calcium, 100% full calcium; activation, % at 7.2 µM; 340,000 compounds, 0.24% hits; AID 493008;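 active means activation above the mean over all tested compounds plus 3 SD, cut at about 30% in these data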;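 further: rise in fluorescence read as greater calcium sensitivity of cardiac thin filaments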
# RTF Ca sens inh: cardiac RTF calcium desensitization; 340,000 compounds, 0.12% hits; IANBD-labeled cardiac RTF, Ca2+ fluorescence; P19429+P45379; inhibition, % at 7.15 µM;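 active means inhibition above the mean inhibition of all tested compounds plus 3 SD, cut at about 17% in these data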;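 further: assay run at fixed EC70 calcium of 1.6 mM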
# V-ATPase pH: regulators of yeast V-ATPase proton transport; S. cerevisiae, pHLuorin cytosolic pH fluorescence; response, % at 10 µM; 350,000 compounds, 0.37% hits; in the data active means response mostly above about 7.3%, no sharp cut-off; inactive means mostly below about 5.4%; further: actives read high; inactives centre near 0; some compounds called inactive have numbers as strong as hits; reference of the scale not given here
# HTR5A ag ctr: counter-screen for OPRM1-OPRD1 agonists: human HTR5A agonism; activation, % at 9.3 µM; HTR5A agonist assay, luminescence, cell-based; 340,000 compounds, 0.61% hits; in the data active means activation mostly above about 9.5%, no sharp cut-off; inactive means mostly below about 7.6%;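 further: 0% = cells with vehicle only and 100% = reference agonist; strong numbers were not always called active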
# Target sequence (P47898 whole entry, looked up): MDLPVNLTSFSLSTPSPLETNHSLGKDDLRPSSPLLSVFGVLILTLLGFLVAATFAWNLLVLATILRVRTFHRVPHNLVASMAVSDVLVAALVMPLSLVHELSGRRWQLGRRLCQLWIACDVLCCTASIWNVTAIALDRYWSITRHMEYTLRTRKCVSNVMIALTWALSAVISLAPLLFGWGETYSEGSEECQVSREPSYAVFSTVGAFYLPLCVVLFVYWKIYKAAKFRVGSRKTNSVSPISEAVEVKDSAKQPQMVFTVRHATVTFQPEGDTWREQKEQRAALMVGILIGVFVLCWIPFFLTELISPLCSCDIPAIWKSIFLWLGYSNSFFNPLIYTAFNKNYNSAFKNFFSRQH
# C-LANA FP: KSHV C-LANA DNA binding inhibition; MBP-C-LANA/FAM-LBS DNA binding, fluorescence polarization; 340,000 compounds, 0.078% hits; AID 504423; inhibition, % at 9 µM;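 active means highest replicate inhibition at or above 60% at 9 µM, even if other replicates fall short; inactive means all replicates below 60% inhibition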;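 further: 0% = neutral control wells and 100% = 4 µM acridine orange control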
# CAL-PDZ inh HTS: CAL PDZ (human) peptide binding inhibition; inhibition, % at 24.9 µM; 300,000 compounds, 0.92% hits; Q9HD26; purified CAL PDZ, TMR-peptide fluorescence polarization, 1 h;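 active means mean inhibition of at least 30% with at least half of replicates also reaching 30%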;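 further: 0% = DMSO neutral control and 100% = excess unlabeled competitor peptide PRC23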
# Keap1-Nrf2 PPI: Keap1-Nrf2 (human) interaction inhibition; Q14145; Keap1 Kelch-Nrf2 peptide fluorescence polarization, 1536-well; inhibition, % at 9.4 µM; 340,000 compounds, 0.15% hits; in the data active means inhibition above about 12%;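 further: human Keap1 Kelch domain with fluorescein labeled Nrf2 9mer peptide probe; 0% = neutral control wells and 100% = peptide positive control; higher means more block of Keap1 binding to Nrf2 peptide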
# Target sequence (Q14145 whole entry, looked up, the tested form may be a part): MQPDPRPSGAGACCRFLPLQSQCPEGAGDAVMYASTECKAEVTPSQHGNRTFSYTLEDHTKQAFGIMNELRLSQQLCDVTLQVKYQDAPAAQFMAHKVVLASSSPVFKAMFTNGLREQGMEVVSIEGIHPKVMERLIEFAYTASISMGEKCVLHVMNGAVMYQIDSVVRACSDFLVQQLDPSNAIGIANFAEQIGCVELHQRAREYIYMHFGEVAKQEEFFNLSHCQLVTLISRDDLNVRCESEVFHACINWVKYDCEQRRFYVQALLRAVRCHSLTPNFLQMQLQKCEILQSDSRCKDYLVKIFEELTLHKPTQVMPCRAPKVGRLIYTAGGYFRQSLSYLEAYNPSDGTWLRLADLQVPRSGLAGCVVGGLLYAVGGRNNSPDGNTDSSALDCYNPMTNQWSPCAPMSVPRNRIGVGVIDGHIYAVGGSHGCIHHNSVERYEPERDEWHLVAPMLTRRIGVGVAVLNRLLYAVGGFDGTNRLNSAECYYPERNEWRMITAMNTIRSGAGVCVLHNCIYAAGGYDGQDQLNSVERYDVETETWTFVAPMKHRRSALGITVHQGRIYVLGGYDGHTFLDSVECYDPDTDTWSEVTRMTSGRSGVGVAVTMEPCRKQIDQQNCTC
# HTR5A inv ctr: HTR5A inverse agonism, opioid heterodimer counter-screen | AID 504634 | HTR5A cell line, luminescence | 340,000 compounds, 0.083% hits | inhibition, % at 9.3 µM; in the data active means inhibition mostly above about 23%, no sharp cut-off; inactive means mostly below about 18%;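 further: 0% = cells with DMSO and 100% = no-cell wells with DMSO; some compounds called inactive have numbers as strong as hits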
# Starred values were filed as active, the others as inactive; . = not tested or not shown.
canonical_smiles	MOR-DOR ag	MOR-DOR inv ag	cardiac RTF act	RTF Ca sens inh	V-ATPase pH	HTR5A ag ctr	C-LANA FP	CAL-PDZ inh HTS	Keap1-Nrf2 PPI	HTR5A inv ctr
O=C(OC(C(=O)NCc1cccs1)c1ccccc1Cl)c1ccco1 (stereo not drawn)	1.5	-9	7	-2	2	2	0.5	-1	1	-5
COc1cc([N+](=O)[O-])cc2sc(NC(=O)C(C)(C)C)nc12	-2.4	13	3	-3	4	3	-0.6	.	-2	4
O=[N+]([O-])c1cc(F)c2cccnc2c1O	0.1	0	5	-3	4	1	1.2	1	-9	-4
N#Cc1ccc(OCC(=O)NN2Cc3ccccc3C2=N)cc1	0.1	-1	1	-13	-3	-7	0.3	-3	0	19
O=C(Nc1nccs1)c1cccc(N2C(=O)c3cccc4c([N+](=O)[O-])ccc(c34)C2=O)c1	8.5	-48	6	-7	0	5	-0.4	-1	-7	-13
Fc1ccc(NC(=S)NN=C2CCCCCC2)cc1	2.0	-11	1	-7	-7	4	0.6	-2	-4	-9
O=S(=O)(c1ccccc1)N1CCC2(CC1)CO2	-0.4	2	6	-11	0	3	-2.5	-10	0	-8
CCOc1ccccc1-n1c(SCC(=O)N2CCOCC2)nc2ccccc2c1=O	-1.9	12	0	-4	5	-2	-0.6	6	5	-4
CCOc1ccc(C2N(c3ccc(Cl)cc3)C(=O)C3CCCN32)cc1OC (stereo not drawn)	-1.9	10	0	-13	-2	2	-0.8	4	-3	-5
CC(=O)Nc1ccc(S(=O)(=O)NCCNS(=O)(=O)c2ccc(NC(C)=O)cc2)cc1	-3.9	18	0	-8	0	1	0.0	-1	-2	-4
CCN(C(=O)COC(=O)c1cc([N+](=O)[O-])ccc1N1CCOCC1)C1CCCCC1	-3.2	16	-8	9	-1	1	-0.1	7	-1	5
COc1ccc(/C=C(/NC(=O)c2ccco2)C(=O)Nc2ccc(C(C)=O)cc2)cc1	0.8	-6	-1	6	-4	-2	0.7	.	0	5
COc1ccc(C2(CO)OC(CO)C(O)C2O)cc1 (stereo not drawn)	-4.0	20	-6	-6	1	2	1.8	-2	-2	-6
COc1ccc(OCC(=O)NNC(=O)C2CCC2)cc1	-3.1	13	1	4	2	-9	1.1	.	-5	23
O=C(C1CCCC1)N1CCCC(Nc2ccccc2)C1 (stereo not drawn)	-3.4	18	0	0	-2	4	2.1	-1	5	-14
COc1ccc(N(Cc2cc(=O)[nH]c3ccccc23)C(=O)c2ccco2)cc1	-1.6	8	0	-5	4	-4	-3.9	-2	-9	11
Nc1ccc2nc3c(c(Cl)c2c1)CCCC3	-2.8	14	5	-9	-5	3	-2.5	-6	1	-10
COC(=O)c1ccc(-c2csc(NC(=O)c3ccc(S(=O)(=O)N4CCc5ccccc5C4)cc3)n2)cc1	-1.8	10	1	-5	-5	-4	-0.8	.	-5	-30
CC(CNC(=O)c1ccc(C#N)cc1)NC(=O)c1ccc(C#N)cc1 (stereo not drawn)	-1.6	8	5	-9	1	1	-0.1	-5	-2	-2
COc1ccc(NC(=O)c2cc([N+](=O)[O-])ccc2NC(=O)CNC2CCCCC2C)c(OC)c1 (stereo not drawn)	0.0	0	-5	-11	-3	2	0.1	-2	5	-7
CCOCCCNC(=O)CC1Oc2ccc(C)cc2NC1=O (stereo not drawn)	-1.2	6	6	-8	2	0	-0.1	.	-4	1
COc1ccc(CCN2CCCn3c2nc2c3c(=O)[nH]c(=O)n2C)cc1OC	-3.9	17	-1	-11	0	3	0.0	-4	-5	-12
c1ccc2[nH]c(NCCN3CCOCC3)nc2c1	-2.5	13	2	0	1	-2	0.1	-12	-7	5
COc1ccc(CCc2nnc(CCC(=O)NCc3cnc4ccccn34)o2)cc1	0.0	0	-3	3	-3	6	0.1	4	0	-5
COc1cccc(C(=O)Nc2cc3c(cc2Cl)OCCCO3)c1	-0.8	4	3	-4	0	0	-0.2	-6	-1	0
CCOC(Cn1c(SCC(=O)Nc2cc(C)on2)nc2ccccc2c1=O)OCC	-4.5	23	1	-3	1	2	-2.1	-5	0	8
CN(CC(=O)Nc1ccccc1Br)C(=O)Cn1[nH]c(=O)c2ccccc2c1=O	-4.0	17	-2	5	1	8	0.2	.	-2	-21
CCN(CC)S(=O)(=O)c1ccc(C(=O)Oc2coc(CSc3nc(C)cc(C)n3)cc2=O)cc1	0.4	-3	-8	-4	-4	2	1.3	-2	-2	6
CCOc1ccc(Cl)cc1S(=O)(=O)N1CCN(c2ccc(C)c(C)c2)CC1	-1.7	7	-4	1	-1	-2	2.1	-1	-4	5
Cc1c(C(=O)NCC2COc3ccccc3O2)oc2ccc(S(=O)(=O)N3CC(C)CC(C)C3)cc12 (stereo not drawn)	4.0	-25	1	-16	3	-2	-1.9	-3	4	5

# 3 compounds from above, sorted by molar mass, smallest number first:
canonical_smiles	MOR-DOR ag	MOR-DOR inv ag	cardiac RTF act	RTF Ca sens inh	V-ATPase pH	HTR5A ag ctr	C-LANA FP	CAL-PDZ inh HTS	Keap1-Nrf2 PPI	HTR5A inv ctr
CCOCCCNC(=O)CC1Oc2ccc(C)cc2NC1=O (stereo not drawn)	-1.2	6	6	-8	2	0	-0.1	.	-4	1
COc1cc([N+](=O)[O-])cc2sc(NC(=O)C(C)(C)C)nc12	-2.4	13	3	-3	4	3	-0.6	.	-2	4
O=C(Nc1nccs1)c1cccc(N2C(=O)c3cccc4c([N+](=O)[O-])ccc(c34)C2=O)c1	8.5	-48	6	-7	0	5	-0.4	-1	-7	-13

# The results go on:
canonical_smiles	MOR-DOR ag	MOR-DOR inv ag	cardiac RTF act	RTF Ca sens inh	V-ATPase pH	HTR5A ag ctr	C-LANA FP	CAL-PDZ inh HTS	Keap1-Nrf2 PPI	HTR5A inv ctr
Cc1ccccc1-c1nc(CN2CCN(C(=O)c3ccco3)CC2)c(C)o1	-2.5	13	-3	-5	-1	2	1.4	-4	-3	17
Nc1ccc2c(c1)C(=O)c1ccccc1-2	-1.7	9	-9	-3	2	1	1.3	.	-3	-7
Cc1ccccc1OCc1nnc(SCC(=O)NCc2ccco2)n1C	-3.7	19	1	-5	-2	-1	-0.6	-5	-2	2
O=C(NNC(=S)Nc1ccccc1)C1CC1	-2.0	12	8	-6	2	-3	0.9	1	-4	1
COc1ccccc1C=Cc1ccnc2ccccc12	3.5	-18	-5	2	1	-2	0.0	.	2	9
CCOC(=O)c1cc(C(=O)c2cc(Br)ccc2O)coc1=N	-2.7	14	4	6	-1	-1	-1.4	8	-3	2
O=c1[nH]c2ccc(S(=O)(=O)NCCO)cc2[nH]1	-1.7	8	-4	-2	-2	-1	0.0	1	-2	10
O=C(Nc1cccc(NC(=O)C2CC3CCCC(C2)C3=O)n1)C1CC2CCCC(C1)C2=O (stereo not drawn)	-0.6	2	-6	-11	-2	2	1.2	-2	1	-2
COc1ccccc1CNC(=O)COC(=O)CSc1ccc(C)c(C)c1	0.2	-1	-5	-12	-6	0	0.3	-1	-2	0
CSCCC(NS(=O)(=O)c1ccc(C)cc1)C(=O)N1CC=C(c2ccccc2)CC1 (stereo not drawn)	-0.2	2	1	-4	5	5	-0.7	-5	-1	-8
COC(=O)C1=C(C)NC(C)=C(C(=O)OC)C1C(=O)OCc1nc2cc(C(=O)OC)ccc2c(=O)[nH]1	0.1	-1	-4	1	1	2	0.5	1	-3	-6
Cc1cc(C)n(-c2ncc3c(n2)N(CCO)CCOC3=O)n1	-1.3	7	4	1	-1	-3	1.1	.	-2	-6
S=C1NC2(CCCCC2)Cc2ccccc21	-3.8	20	2	-9	-6	0	-0.6	-1	-2	-9
COc1cc(NC(=O)c2cccs2)c(OC)cc1NC(=O)CCC(=O)Nc1ccc(C)cc1	-0.4	2	-4	-7	-1	10	-0.4	7	0	-28
CCOc1ccc(S(=O)(=O)N2CCCC(C(=O)Nc3cccc(C)c3)C2)cc1 (stereo not drawn)	0.9	-7	-6	-2	-4	-3	-0.7	-7	0	-10
Cc1ccc(NC(=O)C(C)OC(=O)Cn2[nH]c(=O)c3ccccc3c2=O)cc1 (stereo not drawn)	-0.3	2	-1	-4	1	11	0.1	1	-4	-30
Cc1cc(OCCN2CCCC2)ccc1C(C)C	-2.0	11	-2	0	2	8	-0.2	-1	-1	-23
CC(=O)C1=C(C)NC(=O)CC1c1ccc(F)cc1 (stereo not drawn)	-3.6	18	-5	4	-1	1	-0.7	.	-1	0
COC(=O)c1ccc(N2C(=O)CC(N3CCC(O)(c4ccc(Br)cc4)CC3)C2=O)cc1 (stereo not drawn)	1.0	-6	0	-9	-1	0	0.8	-3	-4	-1
O=c1cc(CN2CCC(Cc3ccccc3)CC2)nc2sccn12	-0.9	4	6	-4	-3	-3	-0.7	-3	-1	6
COc1ccc2[nH]c(=O)c(CN(Cc3cccs3)C(=S)NCC3CCCO3)cc2c1 (stereo not drawn)	0.3	-2	0	1	-1	-1	-0.3	2	1	-17
Cc1scc(-c2n[nH]c(=S)n2Cc2ccccc2)c1C	-2.4	13	5	8	1	-3	-3.2	-3	5	-9
CN(CCc1ccccc1)C(=O)c1cc(COc2ccc(F)cc2Cl)on1	1.6	-8	6	-1	-2	-1	-0.4	1	-2	-27
COc1cc(C(=O)NCCC(=O)N2CCCCC2)cc(OC)c1OC	-2.0	9	-4	-9	-1	-1	-0.2	.	6	4
CCN(CC)c1ccc(NC(=O)c2ccc(Br)o2)c(C)c1	-1.9	10	-4	5	2	-2	-0.4	0	-2	8
Oc1cc(-n2cccn2)c(O)cc1-n1cccn1	-3.2	19	2	-2	4	6	2.0	0	-5	-24
CCOC(=O)/C=C/C(=O)Nc1ccccc1-c1ccccc1NC(=O)/C=C/C(=O)OCC	1.6	-8	3	0	3	-3	-0.3	-5	0	21
O=C(COc1ccc(C(=O)c2ccc(F)cc2)cc1)Nc1cccc(S(=O)(=O)N2CCOCC2)c1	0.0	0	0	-2	-2	-5	-0.3	-3	-4	18

# Arranged by value in cardiac RTF act (lowest first): 3 of the compounds above
canonical_smiles	cardiac RTF act
CCN(CC)c1ccc(NC(=O)c2ccc(Br)o2)c(C)c1	-4
COC(=O)c1ccc(-c2csc(NC(=O)c3ccc(S(=O)(=O)N4CCc5ccccc5C4)cc3)n2)cc1	1
O=C(OC(C(=O)NCc1cccs1)c1ccccc1Cl)c1ccco1 (stereo not drawn)	7

# Three compounds drawn at random from the list so far:
canonical_smiles	MOR-DOR ag	MOR-DOR inv ag	cardiac RTF act	RTF Ca sens inh	V-ATPase pH	HTR5A ag ctr	C-LANA FP	CAL-PDZ inh HTS	Keap1-Nrf2 PPI	HTR5A inv ctr
COC(=O)c1ccc(-c2csc(NC(=O)c3ccc(S(=O)(=O)N4CCc5ccccc5C4)cc3)n2)cc1	-1.8	10	1	-5	-5	-4	-0.8	.	-5	-30
CSCCC(NS(=O)(=O)c1ccc(C)cc1)C(=O)N1CC=C(c2ccccc2)CC1 (stereo not drawn)	-0.2	2	1	-4	5	5	-0.7	-5	-1	-8
COc1cc(C(=O)NCCC(=O)N2CCCCC2)cc(OC)c1OC	-2.0	9	-4	-9	-1	-1	-0.2	.	6	4

# Random draw from the library; overall some 2.8% were active at least once.
